Screens: PubChem BioAssay, National Center for Advancing Translational Sciences (NCATS)
pAkt inh = HTS Assay for Inhibitors of Akt Phophorylation: Primary Screen; AID 651550, 2012; Neuro2A IGF-stimulated pAkt S473 HTRF, 20 min; hits give low values; 360,000 compounds, 0.32% hits; activity change, % for hits at 50 µM; in the data active means activity change below about -80%; inconclusive means mostly about -51% to -80%; further: on the % scale 0 is the no-effect control and ±100 the full control effect
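Neuro2A cells in DMEM with 0.5% FBS, overnight at 37 deg C, given compound at single 50 µM final, then IGF (6 nM final) for 20 min at 37 deg C. Lysed; phospho-Akt Ser473 by HTRF after 24 h, 665/615 ratio.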
FUS suppressor = qHTS for Suppressors of FUS Proteinopathy: Primary screen using FUS-linked yeast assay; 390,000 compounds, 0.24% hits; Potency, µM (series often up to 76.6 µM), for the others: at the top dose growth rescue (activation), actives largely listed as activators; S. cerevisiae FUS-expressing, growth rescue, OD600, 24 h;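 further: potency means the concentration at half of the fitted maximal effect; plate controls were DMSO vehicle for no effect and reference control for full effect; nearly all actives have a fitted effect of over 55% in size; some results filed as inactive show a strong effect at the top dose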
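Restored growth of FUS-toxic S. cerevisiae, read as 600 nm absorbance after 24 h at 30C in galactose medium (starting OD 0.005). Controls CP55940 and DMSO.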
GLP1R inv ag = qHTS of GLP-1 Receptor Inverse Agonists (Inhibition Mode); Glucagon-like peptide 1 receptor (Homo sapiens), P43220; Potency, µM (top dose mostly 38.3 µM), without a hit: at the top dose activity change, negative = inhibition, hits mostly inhibitors; HEK293 GLP-1R CRE-luciferase, luminescence, 24 h; GLP-1R form is constitutively active; 410,000 compounds, 1.6% hits; further: potency means the concentration at half of the fitted maximal effect; on the % scale 0 is the no-effect control and ±100 the full control effect; nearly all actives have a fitted effect of over 55% in size
Target sequence (P43220 whole entry, looked up): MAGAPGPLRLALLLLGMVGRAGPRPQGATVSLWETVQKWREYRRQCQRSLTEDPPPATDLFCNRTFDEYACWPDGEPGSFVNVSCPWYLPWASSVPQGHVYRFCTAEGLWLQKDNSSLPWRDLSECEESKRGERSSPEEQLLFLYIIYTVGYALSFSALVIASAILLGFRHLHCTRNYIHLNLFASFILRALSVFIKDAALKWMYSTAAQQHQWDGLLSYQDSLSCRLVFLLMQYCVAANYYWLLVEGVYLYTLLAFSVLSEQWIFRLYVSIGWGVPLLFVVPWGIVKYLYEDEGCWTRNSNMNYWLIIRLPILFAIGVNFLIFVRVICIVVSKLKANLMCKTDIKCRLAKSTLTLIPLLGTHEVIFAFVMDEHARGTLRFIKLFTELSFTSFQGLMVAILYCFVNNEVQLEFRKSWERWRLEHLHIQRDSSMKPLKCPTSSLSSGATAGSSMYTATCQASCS
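GLP-1R inverse agonism mode: basal reporter luminescence in engineered HEK293 cells measured after one day of compound exposure at 37 deg C, with a 12 min room-temperature detection step.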
Abeta rescue = qHTS for compounds that reverse cellular toxicity of Amyloid beta (A-beta) peptide in yeast: Primary Screen | yeast expressing A-beta42, growth rescue, OD600, 48 h; response scale: 0% DMSO, 100% iron-clioquinol control | Potency, µM (top dose mostly 46.1 µM), for inactives: at the highest dose growth rescue, actives largely listed as activators | 410,000 compounds, 0.063% hits; further: potency means the concentration at half of the fitted maximal effect; nearly all actives have a fitted effect of over 55% in size
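Yeast A-beta toxicity model in growth medium with pinned compounds, 48 h at 30 C; growth read as absorbance at 600 nm. Normalized to FeCl3/clioquinol equimolar mix (positive) and DMSO (negative).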
aSyn yeast inh = qHTS of alpha-syn Inhibitors; Yeast expressing alpha-synuclein, growth rescue, BacTiter-Glo, 24 h; Potency, µM (titrated, usually from 46.1 µM), for the others: top-dose growth rescue (activation), usual class: activators; 370,000 compounds, 0.14% hits; AID 652106, 2013; further: potency means the concentration at half of the fitted maximal effect; % of control where 0% means no effect; nearly all actives have a fitted effect of over 65% in size
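Readout is rescue of growth in alpha-synuclein-expressing yeast, so inhibitors of toxicity appear as activators. Growth after 24 hr at 30 deg C in galactose medium is quantified by luminescence.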
PTHR1 ag = qHTS for PTHR1 Agonists: Primary Screen. AID 743266, 2014. HEK293 GP2 PTHR1 cells, GloSensor cAMP luminescence, 1 h. Potency, µM (doses to about 115 µM), without a hit: top-dose activation, usual class: activators. 410,000 compounds, 0.075% hits. Parathyroid hormone/parathyroid hormone-related peptide receptor (Homo sapiens), Q03431; further: potency means the concentration at half of the fitted maximal effect; nearly all actives have a fitted effect of over 55% in size; some results filed as inactive show a strong effect at the top dose; inactives centre near -15; many of its hits are not listed in these tables
Target sequence (Q03431 whole entry, looked up): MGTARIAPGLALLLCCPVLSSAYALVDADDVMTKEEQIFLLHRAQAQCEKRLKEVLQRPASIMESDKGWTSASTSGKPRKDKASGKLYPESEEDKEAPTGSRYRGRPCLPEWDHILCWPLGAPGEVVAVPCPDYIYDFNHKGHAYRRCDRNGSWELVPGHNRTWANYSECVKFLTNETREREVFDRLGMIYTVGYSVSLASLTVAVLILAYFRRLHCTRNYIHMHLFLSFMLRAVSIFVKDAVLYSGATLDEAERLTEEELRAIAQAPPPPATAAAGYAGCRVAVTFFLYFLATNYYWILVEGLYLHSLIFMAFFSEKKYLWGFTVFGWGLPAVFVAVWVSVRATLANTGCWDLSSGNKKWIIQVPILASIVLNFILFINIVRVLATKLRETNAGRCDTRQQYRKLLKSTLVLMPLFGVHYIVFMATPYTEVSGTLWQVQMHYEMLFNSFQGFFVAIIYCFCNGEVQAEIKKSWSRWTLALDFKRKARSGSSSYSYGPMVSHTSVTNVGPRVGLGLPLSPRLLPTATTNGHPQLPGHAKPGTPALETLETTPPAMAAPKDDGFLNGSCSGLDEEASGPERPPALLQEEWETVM
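HEK-293-derived GP2 cells expressing PTHR1 and a GloSensor cAMP reporter, 3,000/well, plated overnight, given luciferin plus IBMX (each 0.5 mM as added) for 1 h at 37 °C, then compound for 1 h at 37 °C. Luminescence was read after 15 min at room temperature.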
TDP-43 yeast inh = qHTS of TDP-43 Inhibitors; TDP-43 expressing yeast growth rescue, BacTiter-Glo, 24 h; Potency, µM (series often up to 46.1 µM), for the others: at the top dose growth rescue (activation), usual class: activators; 410,000 compounds, 1.8% hits; AID 652104, 2013; further: potency means the concentration at half of the fitted maximal effect; % of control where 0% means no effect; nearly all actives have a fitted effect of over 50% in size
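Yeast cells expressing TDP-43 under galactose induction are exposed to compounds for 24 hr at 30 deg C. BacTiter-Glo luminescence measures growth, so protective compounds score as activators.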
DRD3 antagonist = qHTS of D3 Dopamine Receptor Antagonist: qHTS | D(3) dopamine receptor (Homo sapiens), P35462 | D3R cells, DiscoveRx beta-arrestin luminescence, antagonist mode; hits give low values | max response, negative = inhibition, % | 360,000 compounds, 2.5% hits | AID 652054, 2013; in the data active means max response below about -50%; inconclusive means no clear call, values can overlap the other calls; further: on the % scale 0 is the no-effect control and ±100 the full control effect; mostly tested at two doses, the higher about 12 µM
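Cells expressing the human receptor were seeded at 1500 cells/well, incubated overnight at 37 degrees C in 5% CO2, then exposed to library compounds with dopamine controls for 90 minutes at 37 degrees C before luminescent detection.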
GLP-1R agonist = qHTS of GLP-1 Receptor Agonists; Potency, µM (highest dose often 45.6 µM), without a hit: at the top dose activation, actives largely listed as activators; HEK293 GLP-1R CRE-luciferase, luminescence, 4-6 h; cells express a hypersensitive GLP-1R form; Glucagon-like peptide 1 receptor (Homo sapiens), P43220; AID 624172, 2012; 380,000 compounds, 0.007% hits; further: potency means the concentration at half of the fitted maximal effect; % of control where 0% means no effect
* hit, by the source's call; i = inactive; ? = inconclusive; / = no result given; [ ] = another dose, or the depositor's remark. Unless noted, the call rests on the fitted dose curve; in most records, active means well fitted curve in the direction sought with a large enough effect; inconclusive means small, poorly fitted or top-dose-only effect, or another doubt; inactive means no such curve, though single readings can be large; an effect the other way counts as inactive or inconclusive.

The first three records as a preview:
| Structure | pAkt inh | FUS suppressor | GLP1R inv ag | Abeta rescue | aSyn yeast inh | PTHR1 ag | TDP-43 yeast inh | DRD3 antagonist | GLP-1R agonist |
| --- | --- | --- | --- | --- | --- | --- | --- | --- | --- |
| O=C1CCCCC1C1(O)C(=O)Nc2ccccc21 (stereo not given) | i | -28.8% | -5.8% | 0.5% | -4.4% | -0.4% | 15.2% | -2.5 | 0.9% |
| O=C(OCC1CCCO1)c1ccc2c(c1)N(Cc1ccccc1F)C(=O)c1ccccc1S2(=O)=O (stereo not given) | / | 32.3% | -0.2% | -10.3% | / | i | 0.0% | / | / |
| Cc1ccc(-n2nnc(-c3nc(-c4cccs4)no3)c2N)c(C)c1 | / | -20.2% | 4.1% | -7.9% | / | i | 42.6% | / | / |

The whole of this part, previewed entries included:
| Structure | pAkt inh | FUS suppressor | GLP1R inv ag | Abeta rescue | aSyn yeast inh | PTHR1 ag | TDP-43 yeast inh | DRD3 antagonist | GLP-1R agonist |
| --- | --- | --- | --- | --- | --- | --- | --- | --- | --- |
| O=C1CCCCC1C1(O)C(=O)Nc2ccccc21 (stereo not given) | i | -28.8% | -5.8% | 0.5% | -4.4% | -0.4% | 15.2% | -2.5 | 0.9% |
| O=C(OCC1CCCO1)c1ccc2c(c1)N(Cc1ccccc1F)C(=O)c1ccccc1S2(=O)=O (stereo not given) | / | 32.3% | -0.2% | -10.3% | / | i | 0.0% | / | / |
| Cc1ccc(-n2nnc(-c3nc(-c4cccs4)no3)c2N)c(C)c1 | / | -20.2% | 4.1% | -7.9% | / | i | 42.6% | / | / |
| COc1ccc(CN(Cc2ccccn2)C(=O)CN2C(=O)COc3ccccc32)cc1 | i | 10.7% | -0.5% | 3.4% | 0.5% | -22.7% | -17.2% | 13.0 | ? |
| COc1cc(NS(=O)(=O)c2cn(C)cn2)cc(OC)c1 | i | -37.0% | 4.0% | -0.1% | -2.5% | i | 20.4% | 2.3 | 9.0% |
| COc1cc(C(=O)N2CCCCC2c2cc(C(=O)Nc3ccccc3)no2)cc(OC)c1C (stereo not given) | i | ? | ? | 3.5% | 10.1% | -6.9% | 0.0% | 0.2 | 1.2% |
| CCOC(=O)c1oc2ccc(OC)cc2c1NC(=O)CN1CCN(C)CC1 | i | 15.3% | 7.8% | -2.3% | -4.9% | i | 12.0% | -16.4 | 27.0% |
| CC1=N/C(=C/c2cccnc2)C(=O)O1 | i | -11.9% | -15.3%[7.66 µM] | -5.2% | 0.0% | i | 27.2%[9.22 µM] | 10.5 | -1.4% |
| COc1cc(CN2CCCCCC2)cc(OC)c1O | i | -30.6% | 8.8% | 2.6% | -3.4% | i | 13.7% | -15.0 | -2.8% |
| Cc1cc2c(SCC(=O)NC3CCCCC3)ncnc2s1 | i | 8.8% | 17.0% | 2.9% | 4.9% | -4.6% | 1.3% | 9.9 | 5.9% |
| O=C(COC(=O)c1ccco1)NNC(=O)c1ccc(Cl)cc1 | i | -6.0% | 0.2% | 21.3% | -2.4% | i | 9.2% | -18.0 | 0.3% |
| c1ccc(CSc2ncnc3c2sc2nc(N4CCOCC4)c4c(c23)CCCC4)cc1 | -92.8%* | 4.7% | 19.4% | 4.0% | 0.6% | i | 8.1% | 16.2 | -12.6% |
| O=C(NCCOc1ccc(Cl)cc1)C1CCCCC1 | i | -21.1% | ? | -6.0% | 6.9% | -18.3% | 2.0% | -11.6 | -4.8% |
| O=c1cc(CN2CCN(c3ccc(Cl)c(Cl)c3)CC2)c2ccccc2o1 | i | -6.1% | 16.5% | -8.9% | -9.7% | -15.3% | ? | 1.1 | -2.6% |
| CCNc1c(NC(=O)COc2ccc(Cl)cc2)c(=O)oc2ccccc12 | i | -14.6% | 12.9% | 15.3% | ? | -10.7% | -1.1% | 12.2 | -0.8% |
| CCOC(=O)N1CCN(c2cc(=O)n(C)c(=O)n2C)CC1 | i | -6.7% | 6.5% | 9.3% | 2.8% | i | 10.4% | 0.8 | 5.0% |
| CCC1CN(C(=O)N2CCC(C(=O)NCc3ccccc3F)CC2)c2ccccc2O1 (stereo not given) | / | 21.9% | 13.4% | ? | / | i | -7.6% | / | / |
| CC1(C)NC(=O)N(CC(O)COc2ccccc2-c2ccccc2)C1=O (stereo not given) | i | 11.4% | -15.4% | 7.5% | 7.0% | i | 7.9% | 19.9 | -7.2% |
| COC(=O)NCCc1cc(OC)c(OC)cc1S(=O)(=O)N1CC(=O)Nc2ccccc21 | i | 4.0% | 4.9% | 7.6% | 6.9% | -22.5% | -5.5% | 18.1 | 3.4% |
| O=Cc1cn(CCC(=O)O)nc1-c1cccc(Cl)c1 | i | -3.4% | 4.7% | -3.1% | 6.0% | i | 7.5% | 14.2 | 2.7% |
| CN1CCN(/N=C/c2ccc(-c3ccc([N+](=O)[O-])cc3)o2)CC1 | i | -28.2% | ? | -7.3% | -0.6% | i | 24.8% | -8.9 | 15.6% |
| O=C(c1cc(-c2ccc3c(c2)OCO3)on1)N1CCOCC1 | / | 24.0% | ? | -7.0% | 6.0% | -17.4%[57.5 µM] | 3.8% | 16.6 | -17.1% |
| Cc1c(NC(=O)c2cc(-c3ccc(Cl)s3)nc3ccccc23)c(=O)n(-c2ccccc2)n1C | i | 23.7% | -17.5% | 24.3% | 3.0% | -9.5% | ? | 32.9 | -3.0% |
| CN1CCC(CNC(=O)Nc2csc3ccccc23)CC1 | i | 33.1% | 8.4% | 9.7% | 5.8% | i | -13.9%[1.82 µM] | 17.3 | 8.4% |
| C#CC(C)(CC)NC(=O)Cn1nnc(-c2ccc(OCc3ccccc3F)cc2)n1 (stereo not given) | / | -6.9% | ? | -12.3% | / | -3.6% | 16.0% | / | / |
| Nc1ccc(Cc2ccc(N)c(C(=O)O)c2)cc1C(=O)O | / | 24.4% | 0.0% | -8.8% | -0.3% | -6.8%[57.5 µM] | -16.4% | 26.4 | -6.9% |
| COc1ccc([C@H]2C[C@H](n3cc(-c4ccc(F)cc4)nn3)[C@@H](O)CN2Cc2cccs2)cc1 | i | 4.5% | -16.0% | 7.5% | 0.5% | i | 0.0% | 6.3 | 8.6% |
| Cc1nn(C)c(Oc2ccccc2)c1[N+](=O)[O-] | / | -20.7% | 0.0% | 0.5% | / | -22.9% | 25.6% | ? | 14.9% |
| Cc1ccc2c(CNC3CCCCC3)c(C(=O)O)n(Cc3ccc(F)cc3)c2c1 | / | 9.1% | 2.6% | -6.7% | / | i | 18.7% | / | 0.6% |
| Cc1cc(N2CCCCC2)nc(NCc2ccccc2)n1 | i | 4.2% | ? | 2.5% | 5.7% | -7.2% | 0.0% | -20.8 | -3.7% |
| O=C(COn1nnc2ccccc21)N1CCN(Cc2ccccc2)CC1 | i | -1.4% | -8.9% | -1.9% | -3.7% | i | -11.1% | -3.5 | 3.9% |
| Cc1ccccc1NS(=O)(=O)c1cc(C(=O)NCc2ccco2)ccc1C | i | 24.1% | 0.0% | 15.7% | 1.9% | ? | -10.1% | -4.4 | 0.7% |
| NC(c1csc(Nc2ccc(C(=O)NCCCO)cn2)n1)C1CCCCC1 (stereo not given) | i | -13.6% | -12.0% | -9.1% | 0.0% | 21.8% | 22.4% | 1.0 | 5.9% |
| COc1ccccc1CCNc1ncnc2c1nnn2C | / | 3.2% | 4.2% | -1.6% | / | -13.2% | ? | / | / |
| CCCN(CCC)CCCNC(=O)C1CCCN(Cc2nc(-c3ccc(Cl)cc3)oc2C)C1 (stereo not given) | / | 16.7% | -28.8% | -24.5% | / | 1.3% | -21.1% | / | / |
| CCc1ccc(CN(Cc2ccco2)C(=O)c2ccc(OC)cc2)cc1 | / | 30.8% | ? | 5.6% | / | -12.0% | -5.1% | / | / |
| CCCn1nc(C(=O)NNC(=O)c2cc(S(=O)(=O)NC)ccc2Br)c2ccccc2c1=O | i | -2.4% | 1.5% | -2.9% | -5.3% | -19.8% | -19.6% | 0.0 | 8.5% |
| CC(C)C1C(=O)N(Cc2cn(CCC3OCCCO3)nn2)CCS(=O)(=O)N1Cc1ccc(-c2ccc(Cl)nc2)cc1 (stereo not given) | i | ? | -1.8% | -11.2% | 12.5% | -27.7% | 0.0% | -9.5 | -8.1% |
| CN1CCc2nc(NC(=O)COc3ccc4ccccc4c3)sc2C1 | i | 22.8% | ? | 2.8% | 1.9% | -16.4% | -10.1%[0.397 µM] | -3.0 | 22.1% |
| CCCCNC(=O)/C=C/c1ccc(S(=O)(=O)Nc2ccc(OC)cc2)cc1 | i | 17.3% | ? | 8.2% | 4.1% | i | -0.6% | 15.7 | 11.5% |
| COc1ccc2nc(NC(=O)CSc3ccccc3)sc2c1 | i | -4.8% | ? | 22.0% | 0.1% | -11.2% | 22.5% | 24.4 | 14.7% |
| CCOC(=O)c1[nH]c(C)c(C(=O)NCCCN2CCOCC2)c1C | i | 1.9% | 5.3% | ? | 2.8% | i | -13.0% | -26.2 | -11.3% |
| CCOc1cc(/C=N/Nc2cccc(C(=O)O)c2)ccc1OCC(=O)N1CCCCC1 | i | 32.5% | 4.0% | 2.4% | -0.9% | i | 25.1% | 11.5 | -2.6% |
| CCCCOC(=O)C1C2C=CC3(CN(CCc4ccccc4)C(=O)C13)O2 (stereo not given) | i | 4.9% | -3.4% | 2.6% | 0.0% | -13.5% | 17.1% | 15.8 | -3.5% |

Only part of the results is shown. The share of hits here may be higher or lower than overall.
